Source: PubChem
V1aR counter: V1a receptor agonism, counter-screen for OXTR agonists | CHO-V1R cells, Fluo-8 calcium fluorescence, agonist mode; 0% DMSO, 100% 3 nM vasopressin | P37288 | activation, % at 3 µM | AID 2797 | hit rate 0.25% among 320,000;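 active means activation above the mean activation of all tested compounds plus 3 SD, per screening run, cut at about 20% in these data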;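 further: signal is peak over basal fluorescence ratio across a 100 second FLIPR read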
Target sequence (P37288 whole entry, looked up): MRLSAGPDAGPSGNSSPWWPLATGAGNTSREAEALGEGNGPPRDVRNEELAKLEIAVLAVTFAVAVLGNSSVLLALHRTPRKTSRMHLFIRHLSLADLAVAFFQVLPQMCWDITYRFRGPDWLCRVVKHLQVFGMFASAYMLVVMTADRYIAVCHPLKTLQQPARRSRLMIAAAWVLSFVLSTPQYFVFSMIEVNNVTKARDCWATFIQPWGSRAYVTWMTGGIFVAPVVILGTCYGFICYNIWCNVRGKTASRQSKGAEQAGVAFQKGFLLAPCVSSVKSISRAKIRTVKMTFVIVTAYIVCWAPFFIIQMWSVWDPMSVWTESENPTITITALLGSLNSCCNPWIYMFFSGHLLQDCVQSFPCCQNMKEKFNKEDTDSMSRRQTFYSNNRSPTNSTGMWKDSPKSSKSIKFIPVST
OXTR ag: activates the human oxytocin receptor | CHO-OTR cells, Fluo-8 calcium fluorescence; normalized: DMSO 0%, oxytocin 100% | activation, % at 3 µM | hit rate 0.32% among 320,000 | AID 2435;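 active means activation above the mean of all tested compounds plus 3 SD, cutoff set per screening run, cut at about 20% in these data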;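 further: peak over basal fluorescence ratio from a 100 s FLIPR kinetic read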
CHO parental Ca: counter-screen: ATP calcium response change in parental CHO cells; AID 463079; inhibition, % at 5.6 µM; hit rate 0.63% among 330,000; parental CHO-K1, ATP-induced calcium, Fluo-8 fluorescence;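 active means inhibition above that plate's mean sample inhibition plus 3 SD, cut at about 26% in these data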;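 further: 0% = ATP-challenged DMSO wells and 100% = DMSO wells without ATP; some compounds past the cut are filed as inactive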
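Measured by: calcium-sensitive Fluo-8 fluorescence / Test system: CHO parental line / Controls: ATP-challenged DMSO wells low, unchallenged DMSO wells high / Measure: % inhibition / Compound: single nominal dose of 5.6 µM per compound / Replicates: single well per compound, no replicates / Reagent: ATP as calcium-mobilizing challenge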
OXTR potentiator: potentiators of human oxytocin receptor; P30559; CHO-OTR cells, Fluo-8 calcium fluorescence, potentiator mode; 0% = oxytocin EC15, 100% = EC100; activation, % at 3 µM; hit rate 0.061% among 320,000; AID 2445;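 active means activation above that plate's cutoff, the mean activation of tested compounds plus 3 SD, cut at about 6.6% in these data, passing the limit was not always enough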;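 further: 100% uses oxytocin at 75 nM as the full agonist control; some results filed as inactive read as strong as hits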
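Material: CHO-OTR cells, human receptor; compound dosing: single dose, 3.0 µM nominal final compound concentration; schedule: 6 min compound pre-incubation at room temperature, 100 s kinetic read; measured by: kinetic Fluo-8 calcium fluorescence; read-out basis: % activation vs EC15 and EC100 oxytocin; controls: EC15 oxytocin alone as 0%, 75 nM oxytocin as 100%; replicates: singlicate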
TAAR1 antagonist: antagonists of human TAAR1. Q96RJ0. CHO RD-HGA16 TAAR1, Fluo-8 calcium fluorescence, antagonist. inhibition, % at 3 µM. hit rate 1.5% among 360,000. AID 624466;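 active means inhibition above a per-plate cutoff, the mean inhibition of test compounds on that plate plus 3 SD, cut at about 49% in these data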;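 further: 0% = DMSO plus EC80 beta-PEA response and 100% = DMSO alone without agonist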
Target sequence (Q96RJ0 whole entry, looked up): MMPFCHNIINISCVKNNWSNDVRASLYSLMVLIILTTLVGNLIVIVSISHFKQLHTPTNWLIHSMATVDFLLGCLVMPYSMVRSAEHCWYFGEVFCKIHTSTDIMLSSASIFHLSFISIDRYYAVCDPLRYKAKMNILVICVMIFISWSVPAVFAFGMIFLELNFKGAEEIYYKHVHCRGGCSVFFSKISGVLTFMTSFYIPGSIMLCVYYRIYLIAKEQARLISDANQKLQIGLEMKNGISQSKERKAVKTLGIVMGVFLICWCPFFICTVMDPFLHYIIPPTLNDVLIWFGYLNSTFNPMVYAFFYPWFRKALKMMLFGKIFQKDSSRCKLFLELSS
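Material: CHO RD-HGA16 cells bearing hTAAR1; compound dosing: one-point dosing, 3 µM nominal final; schedule: dye loading 75 min at 37 °C, then 30 min room temperature; measured by: calcium fluorescence with Fluo-8; control set: vehicle and agonist controls; replication: n of 1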
M1 PAM: potentiates human M1 receptor response to acetylcholine; hit rate 0.088% among 360,000; activation, % at 3 µM; P11229; AID 588819; CHO-K1 hM1, Fluo-8 calcium fluorescence, ACh EC20; 0% = ACh EC20, 100% = maximal ACh; in the data active means activation above about 19%, passing the limit was not always enough
M1 antag: human CHRM1 antagonism | hit rate 1.3% among 360,000 | P11229 | inhibition, % at 3 µM | CHO-K1 hM1, Fluo-8 calcium fluorescence, ACh EC80 antagonist;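 active means percent inhibition above its own plate's cutoff, namely the mean of that plate's compound wells plus 3 SD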;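 further: peak over basal fluorescence ratio during 140 s after agonist addition; 0% = ACh EC80 plus DMSO and 100% = DMSO alone without agonist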
TAAR1 agonist: human TAAR1 agonism; Q96RJ0; CHO RD-HGA16 TAAR1, Fluo-8 calcium fluorescence; vehicle wells 0%, saturating PEA agonist 100%; activation, % at 3 µM; hit rate 0.99% among 360,000;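 active means activation above the mean activation of all test compounds in the run plus 3 SD, cut at about 38% in these data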
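Repeats: no replicates (n 1) | Material: CHO-derived RD-HGA16 cells with stable Gα16 and human TAAR1 | Technique: Kinetic Fluo-8 calcium fluorescence | Schedule: 17-24 h seeding, 75 min 37 °C dye, 30 min RT | Evaluation: % activation from peak over basal fluorescence ratio, DMSO-to-PEA scaled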
CHRM1 agonist: activates human CHRM1 receptor. P11229. CHO-K1 hM1, Fluo-8 calcium fluorescence, agonist mode; 0% DMSO, 100% acetylcholine EC100. activation, % at 3 µM. hit rate 0.33% among 360,000. AID 588814;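 active means activation above the run's mean compound activation plus 3 SD, cut at about 16% in these data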;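 further: peak over basal fluorescence ratio within a 140 s kinetic read after compound addition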
The depositor's hits bear a star; . = no result given. Hits appear at their usual frequency; overall some 3.7% were active at least once.

SMILES	V1aR counter	OXTR ag	CHO parental Ca	OXTR potentiator	TAAR1 antagonist	M1 PAM	M1 antag	TAAR1 agonist	CHRM1 agonist
Cc1ccc(N(C(=O)CC2NC(=O)NC2=O)C2(C(=O)NC3CCCC3)CCCCC2)cc1 (configuration not stated)	-0.5	-0.5	-14	-16	-8	5	-26	3	-3
CCOC(=O)c1c(C)[nH]c(C)c1S(=O)(=O)N(C)CC(=O)Nc1cccc(C)n1	0.1	-1.8	-20	-9	-24	10	-9	0	-1
Cn1c(Br)nc2c1c(=O)n(CC(O)COc1ccccc1)c(=O)n2C (configuration not stated)	1.4	0.8	-15	-14	3	-4	-4	11	-1
O=C(N/N=C/c1ccc(OC(=O)c2ccccc2Cl)cc1)c1ccccn1	1.2	1.8	-16	-9	.	3	-5	.	-2
CC(C)(C)C(=O)Cn1ncc(Br)c(Br)c1=O	.	.	.	.	-8	1	4	3	-4
CCc1nnc(NC(=O)CSc2nnc(CNC(=O)c3ccccc3F)n2C)s1	-1.0	0.5	1	8	0	6	-13	2	-6
CC1(C)Cc2cccc(OCC(=O)N3CCN(c4cccc(Cl)c4)CC3)c2O1	-1.8	-2.5	6	-14	37	1	-2	5	-3
CCOC(=O)C1=C(C)OC(N)=C(C#N)C1c1cncc(-c2ccc(F)cc2)c1 (configuration not stated)	-0.5	-0.4	-15	-5	-4	5	-4	6	-9
Cc1ccc(S(=O)(=O)CCC(=O)OCC(=O)NCC(=O)Nc2cccc(C)c2C)cc1	-0.7	-1.1	-7	-7	-9	12	-15	3	1
O=C(Nc1cc(S(=O)(=O)N2CCCC2)ccc1OCC(F)(F)F)c1ccc(F)cc1	0.3	-0.9	4	-7	-9	11	-11	-1	-7
CCc1ccc(-c2nc(CSCC(=O)N3CCN(c4ncccn4)CC3)c(C)o2)cc1	7.9	8.0	14	-10	45	0	-12	2	-1
CC(=O)Nc1ccc(S(=O)(=O)NCCSCc2cccc(Cl)c2)cc1	5.9	8.4	-16	-9	-1	6	-10	9	-2
Cc1nn(CC(=O)NCc2ccccc2)c(=O)c2ccccc12	1.1	0.4	-9	5	13	8	-7	1	0
CC1CCN(CCc2nc3cc(NC(=O)COc4ccc(Cl)cc4)ccc3n2C)CC1	-0.1	0.4	-25	-2	2	-8	4	1	-5
Cn1c(CNS(=O)(=O)c2ccc(Cl)cc2)n[nH]c1=S	2.0	0.2	-6	-4	-16	7	-12	3	-2
O=C(Nc1cccc(S(=O)(=O)N2CCOCC2)c1)C1CC1	1.8	2.7	-4	1	-14	12	-14	-2	-3
Cc1ccc(OC(=O)c2ccc([N+](=O)[O-])cc2Cl)cn1	0.4	0.3	4	0	-5	6	0	2	-2
O=C(c1ccc2ncsc2c1)N1CCN(c2cccc(C(F)(F)F)c2)CC1	.	.	.	.	-5	-18	24	4	-5
Nc1cc2c(cc1[N+](=O)[O-])OCCOCCOCCO2	0.2	0.9	-6	2	-17	4	1	0	0
O=C(Nc1nc(-c2ccc3c(c2)OCO3)cs1)c1ccncc1	9.2	13	19	-9	45	-15	24	25	4

In another format: entries from further up
Structure | V1aR counter | OXTR ag | CHO parental Ca | OXTR potentiator | TAAR1 antagonist | M1 PAM | M1 antag | TAAR1 agonist | CHRM1 agonist
Cc1ccc(N(C(=O)CC2NC(=O)NC2=O)C2(C(=O)NC3CCCC3)CCCCC2)cc1 (configuration not stated) | -0.5 | -0.5 | -14 | -16 | -8 | 5 | -26 | 3 | -3
CCOC(=O)c1c(C)[nH]c(C)c1S(=O)(=O)N(C)CC(=O)Nc1cccc(C)n1 | 0.1 | -1.8 | -20 | -9 | -24 | 10 | -9 | 0 | -1
Cn1c(Br)nc2c1c(=O)n(CC(O)COc1ccccc1)c(=O)n2C (configuration not stated) | 1.4 | 0.8 | -15 | -14 | 3 | -4 | -4 | 11 | -1
O=C(N/N=C/c1ccc(OC(=O)c2ccccc2Cl)cc1)c1ccccn1 | 1.2 | 1.8 | -16 | -9 | . | 3 | -5 | . | -2
CC(C)(C)C(=O)Cn1ncc(Br)c(Br)c1=O | . | . | . | . | -8 | 1 | 4 | 3 | -4
CCc1nnc(NC(=O)CSc2nnc(CNC(=O)c3ccccc3F)n2C)s1 | -1.0 | 0.5 | 1 | 8 | 0 | 6 | -13 | 2 | -6
CC1(C)Cc2cccc(OCC(=O)N3CCN(c4cccc(Cl)c4)CC3)c2O1 | -1.8 | -2.5 | 6 | -14 | 37 | 1 | -2 | 5 | -3
CCOC(=O)C1=C(C)OC(N)=C(C#N)C1c1cncc(-c2ccc(F)cc2)c1 (configuration not stated) | -0.5 | -0.4 | -15 | -5 | -4 | 5 | -4 | 6 | -9
Cc1ccc(S(=O)(=O)CCC(=O)OCC(=O)NCC(=O)Nc2cccc(C)c2C)cc1 | -0.7 | -1.1 | -7 | -7 | -9 | 12 | -15 | 3 | 1
O=C(Nc1cc(S(=O)(=O)N2CCCC2)ccc1OCC(F)(F)F)c1ccc(F)cc1 | 0.3 | -0.9 | 4 | -7 | -9 | 11 | -11 | -1 | -7
CCc1ccc(-c2nc(CSCC(=O)N3CCN(c4ncccn4)CC3)c(C)o2)cc1 | 7.9 | 8.0 | 14 | -10 | 45 | 0 | -12 | 2 | -1
CC(=O)Nc1ccc(S(=O)(=O)NCCSCc2cccc(Cl)c2)cc1 | 5.9 | 8.4 | -16 | -9 | -1 | 6 | -10 | 9 | -2
Cc1nn(CC(=O)NCc2ccccc2)c(=O)c2ccccc12 | 1.1 | 0.4 | -9 | 5 | 13 | 8 | -7 | 1 | 0

(cont.)
SMILES	V1aR counter	OXTR ag	CHO parental Ca	OXTR potentiator	TAAR1 antagonist	M1 PAM	M1 antag	TAAR1 agonist	CHRM1 agonist
Cc1cnc(C(=O)NC(Cc2ccccc2)c2ccccc2)cn1 (configuration not stated)	1.8	-2.1	-15	1	2	4	-2	4	-9
O=C(Nc1ccccc1)C(=O)Nc1ccc2c(c1)N(C(=O)C1CC1)CCC2	-0.6	-2.6	-2	-18	36	11	0	5	3
Cn1c(C2CCCN2C(=O)OC(C)(C)C)n[nH]c1=S (configuration not stated)	0.7	0.0	-2	-2	4	-4	9	11	-4
O=C(O)CCC(=O)NNC(=O)CCC(=O)Nc1ccccc1	0.0	0.6	2	-10	9	9	-11	3	-4
COC(=O)c1sc(S(=O)(=O)N2CCC(C(=O)O)CC2)c(C(=O)OC)c1C	0.6	0.4	-1	-12	-1	13	-15	2	-1
S=c1[nH]nc(Cn2cnc3ccccc32)n1-c1ccccc1	-0.2	0.4	-14	-5	-5	4	-5	2	-5
O=C(CN(C1CCCCC1)S(=O)(=O)c1ccc(F)cc1)Nc1ccc2c(c1)OCO2	0.1	-0.1	-23	-6	23	-2	8	13	-1
N#CC(C#N)=CN=c1ccn(Cc2ccc(Cl)cc2Cl)cc1	-0.1	0.0	-8	-5	-5	-3	-4	7	-9
Cc1ccc(-c2n[nH]c(=S)n2/N=C/c2cccn2C)cc1	1.8	2.2	1	-11	9	12	-6	23	-2
Cc1cc(NCCN2CCOCC2)n2c(nc3ccccc32)c1C#N	1.4	-0.5	-17	-7	-4	1	-4	5	-5
CCN(CC)CCC(c1ccc2c(c1)OCO2)c1c(OC)cc(OC)c2ccc(=O)oc12 (configuration not stated)	1.8	1.5	3	-3	10	0	7	1	-2
CCN1C=C(Cc2cccs2)C2=C(C1)C(c1cccs1)C(C#N)=C(N)O2 (configuration not stated)	0.2	-1.0	-18	-18	53*	-2	7	26	-3
O=C(Nc1ccccc1)C1=C(O)CC(c2ccco2)CC1=Nc1ccccc1 (configuration not stated)	0.3	-0.8	4	-11	-10	9	-5	7	-2
CC(=O)Nc1ccc(S(=O)(=O)N2CCC(C(=O)NCCC(=O)Nc3nccs3)CC2)cc1	-0.1	0.0	-8	2	1	10	-2	2	0
O=C(NCc1ccc2c(c1)OCO2)c1ccc(S(=O)(=O)N2CCOCC2)cc1	0.7	0.6	-3	0	8	8	1	3	-9
COc1ccc(-n2c(=O)[nH]c3c(C(N)=O)nc(C4CCCCC4)nc32)cc1	1.3	0.5	-11	-1	-15	-3	0	9	-4
CC(NC(=O)C1CCN(S(=O)(=O)N2CCC3(CC2)OCCO3)CC1)c1ccccc1 (configuration not stated)	0.1	0.8	-7	-10	-3	5	-9	3	-2
CN(C)C=Nc1ncc2c([nH]c3ccccc32)c1C#N	-0.2	-0.8	0	-3	6	4	4	14	-3
Cc1c(C(=O)Nc2ccccc2)csc1-c1ccccc1	8.8	-2.7	8	-6	-13	3	-4	-1	-8
CCN1CCN(C(=O)/C(=C/c2cccs2)NC(=O)c2ccc(C)c(C)c2)CC1	0.5	0.2	-2	-8	-4	11	-1	2	-4
O=C(O)C1CCN(c2ccc(Cl)nn2)CC1	1.7	-0.1	4	-6	-12	2	-2	12	-4
C=CCOc1cccc(C2C(C(=O)c3cccs3)=C(O)C(=O)N2Cc2cccnc2)c1 (configuration not stated)	0.3	-0.1	1	1	-15	5	-11	0	-3
Cc1ccccc1-n1c(C)c(C#N)c(=O)c(-[n+]2ccccc2)c1[S-]	-0.4	0.5	11	-14	7	0	4	-1	-3
C=CCOC(=O)C1=C(C)NC(C)=C(C(=O)OCC=C)C1c1ccco1	0.6	-0.8	-7	0	-28	1	4	5	-3
O=C(COc1ccc(-n2cnnn2)cc1)Nc1ccc(Br)cc1F	3.7	3.7	25	-4	-10	2	-6	2	-3
O=C(Nc1ccc(F)c(Cl)c1)C1CCCN(c2cnccn2)C1 (configuration not stated)	1.4	1.6	-16	-11	-16	9	-14	1	-2
Cc1cc(CN2CCCC(CNC(=O)c3ccc(F)cc3)C2)cc(C)c1O (configuration not stated)	-0.5	-0.8	-28	-13	9	11	-8	9	-6
CC1Sc2ccc(S(=O)(=O)CCC(=O)N3CCCCC3)cc2NC1=O (configuration not stated)	3.8	7.1	-13	-3	-10	5	-7	-1	-2
